Bioassay records: PubChem, Sanford-Burnham Center for Chemical Genomics
mouse EphA4 binding: EphA4 ligand-binding antagonists – biochemical, colorimetric, mouse EphA4, primary screen (AID 689). EphA4-AP binding to KYL peptide, pNPP A405; higher % means a stronger effect. inhibition, % at 10 µM; hits with a dose series show IC50 in µM. 62,000 tested, 0.1% active; in the data active means a potency from the dose series; inactive means the rest, 99 in 100 with inhibition below about 22%
* hit, by the source's call; & = joins results of further samples. The list is partial, so the mix of outcomes need not match the whole.

The opening two records, to show the layout:
mouse EphA4 binding | SMILES
26.5% | COc1cc(/C=C2\C(=O)N(c3ccc(S(N)(=O)=O)cc3)N=C2C)cc(Br)c1OCc1ccccc1
-12.6% | CCCCCC(=O)N1CCCC(c2nc(-c3ccc(OC)cc3)no2)C1 (stereo unspecified)

All compounds of this part, previewed entries included:
mouse EphA4 binding | SMILES
26.5% | COc1cc(/C=C2\C(=O)N(c3ccc(S(N)(=O)=O)cc3)N=C2C)cc(Br)c1OCc1ccccc1
-12.6% | CCCCCC(=O)N1CCCC(c2nc(-c3ccc(OC)cc3)no2)C1 (stereo unspecified)
-14.6% | CCOc1ccc(Oc2ccc(-c3nnc(-c4ccccc4)o3)cc2[N+](=O)[O-])cc1
4.1% | CCOc1cc(/C=C(\C#N)c2[nH]nc(N)c2C#N)ccc1O
6.7% | Cc1ccccc1-c1nc2sc(-c3ccccc3)cc2c(=O)o1
20.6% | O=C(Nc1nc(COc2ccccc2)cs1)C12CC3CC(CC(C3)C1)C2
-1.7% | COc1ccccc1N(CCC#N)C(=O)CSc1ccc2c(c1)OCCO2
-11.3% | CCOC(=O)c1cc2c(N)c(C(=O)c3cc(C#N)c(SC)nc3C)sc2nc1C
0.4% | CCOC(=O)c1c(N)sc(C(N)=O)c1C
-15.0% | COC(=O)c1sc2ncccc2c1OCc1c(Cl)cccc1Cl
-7.7% | Cc1ccc(CCN2CC(C(=O)NC3CCCC3)CC2=O)cc1 (stereo unspecified)
-5.2% | CCOc1ccc(C(=O)Nc2ccc3oc(-c4ccccc4F)nc3c2)cc1Cl
-11.8% | CCOc1ccccc1NC(=O)CN1C(=O)/C(=C/c2cccc(Br)c2)SC1=S
-1.6% | Cc1cccc2sc(NC(=O)c3ccc(S(=O)(=O)N4CCCc5ccccc54)cc3)nc12
-16.4% | CC(CCc1ccco1)NC(=O)Cn1nc(Cc2ccncc2)c2ccccc2c1=O (stereo unspecified)
-13.8% | O=C1NCCCCC1NC1CC(=O)N(c2ccccc2)C1=O (stereo unspecified)
-10.4% | O=C(NCC1CCC(C(=O)O)CC1)c1cccnc1 (stereo unspecified)
-14.8% | CCOC(=O)c1cccc(S(=O)(=O)N(CCO)Cc2cc3cc(OC)c(OC)cc3[nH]c2=O)c1
-8.8% | COc1cc(/C=C(\NC(=O)c2ccccc2)C(=O)Nc2cccc(O)c2)c([N+](=O)[O-])cc1OC
-4.1%&-6.6% | c1cc(CNc2ccc(N3CCOCC3)cc2)ccn1
-7.0% | Cc1c(N=Cc2c(O)n(C)c(=O)c3ccccc23)c(=O)n(-c2ccccc2)n1C
-9.4% | CC1(c2ccccc2)NC(=O)N(CC(=O)Nc2cccc(C#N)c2)C1=O (stereo unspecified)
-1.8% | CCOc1cc(S(=O)(=O)N2CCCC2)ccc1Cl
-3.3% | CCOC(=O)C1=NN(c2ccccc2)C(=O)C1OC(C)=O (stereo unspecified)
-1.2% | C/C(Sc1nnc(Cc2ccccc2)o1)=C(/O)c1ccccc1
-5.8% | O=C(NCCOc1ccccc1Cl)C(c1ccccc1)c1ccccc1
11.9% | Nc1ccc(Nc2nc(-c3ccncc3)cs2)cc1
10.1% | Cn1c(SCc2nc3ccccc3[nH]2)nnc1-c1cccnc1
-10.5% | CC(=O)Nc1nc(C)c(S(N)(=O)=O)s1
-0.9% | Brc1ccccc1C1=Nn2c(nnc2-c2ccccc2)SC1

Retrieved by compound from the entries so far:
mouse EphA4 binding | SMILES
-11.3% | CCOC(=O)c1cc2c(N)c(C(=O)c3cc(C#N)c(SC)nc3C)sc2nc1C
-5.8% | O=C(NCCOc1ccccc1Cl)C(c1ccccc1)c1ccccc1
-1.8% | CCOc1cc(S(=O)(=O)N2CCCC2)ccc1Cl

Returning to the listing, repeating the 2 entries before the break.
mouse EphA4 binding | SMILES
-10.5% | CC(=O)Nc1nc(C)c(S(N)(=O)=O)s1
-0.9% | Brc1ccccc1C1=Nn2c(nnc2-c2ccccc2)SC1
-5.3% | O=c1c2cnn(-c3ccccc3)c2nnn1/N=C/c1cccnc1
9.9% | CC(CC1C(C#N)=C(N)SC(N)=C1C#N)c1ccccc1 (stereo unspecified)
1.3% | CCNC(=O)Nc1cc2nc(C)n(Cc3ccc(Br)cc3)c2nc1C
4.8%&-2.6% | CCOc1ccc(N(CC(=O)NCCCOC)S(C)(=O)=O)cc1
-9.5% | O=C1OCCC1Sc1nnc(-c2ccc3c(c2)OCO3)n1-c1ccccc1 (stereo unspecified)
-10.1% | Cn1c(=O)[nH]c(=O)c2c1nc(CN1CCN(c3ccc(F)cc3)CC1)n2CCCc1ccccc1
-3.7% | CS(=O)(=O)c1ccc2nc(NC(=O)CN3CCCCCC3)sc2c1
10.1% | CC1CC(Nc2ccccc2)c2ccccc2N1C(=O)COc1ccc(Cl)cc1 (stereo unspecified)
-0.3% | O=C(Nc1ccc(NC(=O)C2CC2)nc1)c1ccccn1
3.4% | COc1ccc(C(C(=O)Nc2ccc(F)cc2)N(C(=O)Cn2nnc3ccccc32)C2CC2)cc1 (stereo unspecified)
-6.1% | CCOC(=O)N1CCN(C(=O)CSc2nnc(C3COc4ccccc4O3)o2)CC1 (stereo unspecified)
5.4% | Cc1oc(C(=O)O)cc1CSCc1ccoc1C(=O)O
2.0% | COc1ccc(S(=O)(=O)N2CCC(C(N)=O)(N3CCCCC3)CC2)cc1
3.2% | Cc1cc(NCCO)nc(N2CCOCC2)n1
-14.2% | O=c1c2cc(F)ccc2[nH]c(=S)n1CCCN1CCOCC1
-16.0% | Cc1cc2c(c(=O)n1Cc1cccnc1)C(c1ccc(F)cc1)C(C#N)=C(N)O2 (stereo unspecified)
-7.5% | Cc1ccc(C(=O)OCC(=O)Nc2ncc(C(F)(F)F)cc2Cl)cc1NC(=O)c1ccco1
-1.3% | Cc1sc2ncnc(Oc3ccc(-n4ccnc4)cc3)c2c1C
5.9% | CN(C(=S)NC(=O)C1(C)CC1(Cl)Cl)c1ccccc1 (stereo unspecified)
-5.7% | CCOC(=O)C(CSCC(=O)c1ccc(Br)cc1)NC(=O)OC(C)(C)C (stereo unspecified)
2.7% | CCNc1oc(COc2ccccc2F)nc1C#N
-4.3% | Cc1ccc(C(=O)Nc2nc(-c3ccccc3)cs2)cc1[N+](=O)[O-]
3.1% | CCS(=O)(=O)N1Cc2ccccc2CC1C(=O)OCC(=O)Nc1ccc(C)cc1 (stereo unspecified)
-13.4% | CCC(=O)c1cc2c(cc1NC(=O)C(C)C)OCCO2
-3.7% | COc1ccc(C(CNC(=O)c2cccnc2SC)N2CCOCC2)cc1 (stereo unspecified)
-6.6% | CC1=CCC(C(=O)N/N=C/c2cccs2)C(c2ccc(F)cc2)C1 (stereo unspecified)
-6.7% | O=C(NCc1ccncc1)C1COc2ccccc2O1 (stereo unspecified)
-5.6%&-4.6% | CC(=O)Nc1ccc(S(=O)(=O)NC(=O)C23CC4CC(CC(C4)C2)C3)cc1
-2.1% | CC(=O)c1cccc(NC(=O)Cc2cccs2)c1
-7.3% | COc1cc(/C=C(/NC(=O)c2ccccc2Cl)C(=O)O)cc(OC)c1OC
-3.9% | CCOC(=O)N1CCN(C(=O)CSc2nc(-c3cccc(C)c3)ns2)CC1
-15.0% | COc1cc(Cl)cc(NC(=O)CCN2CCN(C)CC2)c1
6.2% | O=C(Nc1nnc(C(F)(F)F)s1)c1ccc(N2C(=O)C3C4C=CC(C4)C3C2=O)cc1 (stereo unspecified)
-21.5% | O=C(C1CCCCC1)N(Cc1nc2sc3c(c2c(=O)[nH]1)CCCC3)Cc1cccs1
7.2% | Cc1ccc(N2C(=O)NC(=O)/C(=C\c3ccc(I)cc3)C2=O)cc1
-9.0% | COc1ccc2c(c1)CC/C(=C\c1ccc(OC)c(Cn3cccn3)c1)C2=O
-5.6% | NC(=O)C1C(c2ccccc2)=C1c1ccccc1
-8.4% | CCN(CC)S(=O)(=O)c1cc(C(=O)NC2CCCCC2)ccc1C
-8.1% | CC1CN(CC(O)COc2ccc(C(=O)c3ccccc3)cc2)CC(C)O1 (stereo unspecified)
-3.2% | O=C1S/C(=C\c2cccc(Cl)c2Cl)C(=O)N1c1ccccc1
-0.8% | COc1ccc(OC)c(Nc2nc(-c3sc(C)nc3C)cs2)c1
3.0% | O=C(OCc1nc2ccccc2s1)c1cnccn1
-9.7% | Fc1ccc(CN2CCN3CCCC3C2C2CCCCC2)cc1F (stereo unspecified)
-9.2% | C/C(=N\n1nnnc1Nc1ccccc1)c1ccc(N)cc1
0.8% | N#CC1=C(N)Oc2cc3ccccc3cc2C1c1cccs1 (stereo unspecified)
-17.0% | CC(=NC(C)C)C1=C(O)CCC1=O
11.7% | Cc1cc(Br)ccc1NC(=O)c1ccc(NC(=O)C(C)(C)C)cc1
6.4% | O=C(NCc1ccco1)c1cccn2c(=O)c3c4c(sc3nc12)CCCC4
-5.1% | CCOC(=O)c1oc2ccccc2c1NC(=O)COc1cccc(OC)c1
-6.4% | O=C(Oc1ccc(-c2cnc3ccccc3n2)cc1)c1ccc(Br)o1
6.8% | CC(=O)Oc1cc2oc(=O)c3c(c2cc1Cl)CCC3
-11.6% | COc1cccc(-c2nc(CS(=O)CC(=O)NCc3ccccc3)c(C)o2)c1 (stereo unspecified)
26.7% | CC1(N2CCOCC2)CC2(O)C(=[N+]1[O-])CCc1nonc12 (stereo unspecified)
0.7% | CCCN1C(=O)c2ccccc2NC1c1ccc(OC)c(CSc2ccccn2)c1 (stereo unspecified)
-7.5% | COc1ccc(S(=O)(=O)NCCc2csc(C)n2)cc1C
-4.7% | CCc1ccc(N2C(=O)NC(=O)/C(=C\c3ccc(Oc4ccc([N+](=O)[O-])cn4)cc3)C2=O)cc1
-11.2% | COc1ccccc1OCCCOc1ccc([N+](=O)[O-])cc1Cl
-11.4% | CC(C)c1cccc(C(C)C)c1NC(=O)CN1C(=O)c2ccccc2C1=O
8.3% | CCn1c(SCC(=O)Nc2sc3c(c2C#N)CCC(C(C)(C)C)C3)nnc1-c1ccco1 (stereo unspecified)
-8.1% | CCCCOC(=O)Cn1cnc2ccc(Br)cc2c1=O

Three entries out of the list, arranged by formula weight, descending:
mouse EphA4 binding | SMILES
-0.8% | COc1ccc(OC)c(Nc2nc(-c3sc(C)nc3C)cs2)c1
-7.5% | COc1ccc(S(=O)(=O)NCCc2csc(C)n2)cc1C
3.0% | O=C(OCc1nc2ccccc2s1)c1cnccn1

Additional records follow:
mouse EphA4 binding | SMILES
-5.9% | O=C(O)c1ccccc1N/N=C\c1ccnc2ccccc12
7.9% | Cc1ccc(S(=O)(=O)NC(CC(=O)O)c2ccccc2)c(C)c1 (stereo unspecified)
17.0% | COc1ccc(C2C(C(=O)OC(C)C)=C(C)N=c3s/c(=C/c4c[nH]c5ccccc45)c(=O)n32)cc1 (stereo unspecified)
0.3% | O=C1CC(c2ccc3c(c2)OCO3)Sc2nc3ccccc3n21 (stereo unspecified)
-15.4% | COc1ccc(CCn2c(C)cc(C(=O)CSc3nc(N)cc(=O)[nH]3)c2C)cc1
14.8% | O=C(CSc1nnc(-c2ccncc2)n1Cc1ccco1)Nc1ccccc1Cl
-15.4% | O=C(COC(=O)Cc1ccc(Br)cc1)NC12CC3CC(CC(C3)C1)C2
-4.0% | C=CCc1ccc(OCCOCCN(C)C)c(OC)c1
4.0% | CCOC(=O)Cn1c(=O)oc2cc(S(=O)(=O)NCc3ccccn3)ccc21
-9.2% | CCOC(=O)c1sc(NC(=O)c2cc3n(n2)C(C(F)(F)F)CC(c2ccc4c(c2)OCO4)N3)c(C(=O)OCC)c1C (stereo unspecified)
-3.9% | O=C1CN(CC(=O)Nc2ccc(Cl)cc2)CCN1
-3.8% | Cc1ccc(NC(=O)C2CC(=O)N(c3ccc4c5c(cccc35)CC4)C2)cc1 (stereo unspecified)
5.7% | COc1ccc(N(C)C(=O)CCC(=O)Nc2ccc3nc(N4CCOCC4)cc(C)c3c2)c(OC)c1
-7.0% | CCOC(=O)c1cccc(NC(=O)CSc2nnc(-c3ccncc3)n2CCCOC)c1
3.0% | Cc1ccc2c(c1)-c1c(cnn1CC(=O)N(CCC#N)c1ccccc1)CO2
3.8% | O=C(c1ccccc1Cl)N1CCCC(c2nc3c(nnn3Cc3ccccc3)c(=O)[nH]2)C1 (stereo unspecified)
-4.0% | Cc1c(C(=O)O)oc2c1C(O)CC(C)(C)C2 (stereo unspecified)
-10.3% | CCCCS(=O)CC(CS(=O)CCCC)OC(=O)c1ccccc1 (stereo unspecified)
-16.8% | CC1CN(S(=O)(=O)c2cn(C)c(=O)n(C)c2=O)CC(C)O1 (stereo unspecified)
-20.1% | Brc1ccc(-c2cnnc(N3CCCC3)n2)cc1
6.4% | CSc1n[nH]c(NC(C)=O)n1
-4.2% | COc1ccc(NC(=S)NCc2ccc(Cl)cc2)cc1
4.5% | Cc1nnc(SCc2ccc3c(c2)OCO3)s1
-6.9% | CCn1c2ccccc2c2cc(CNCCc3ccc(OC)c(OC)c3)ccc21
-9.4% | O=C(CSc1nnc(-c2cccs2)o1)c1cccs1
-3.7% | COc1cc(OC)c(OC)cc1CNc1cc(C)ccc1OC
-3.4% | COc1ccc(C2=NO[C@@H]3C(=O)N(c4ccc(C)cc4C)C(=O)[C@H]23)cc1OC
-10.7% | O=C(O)CC(c1ccc(Cl)cc1)N1C(=O)CCC1=O (stereo unspecified)
-2.9% | CCOC(=O)c1ccc(NC(=O)C2CCCN(S(=O)(=O)c3cnc[nH]3)C2)cc1 (stereo unspecified)
1.3%&1.5% | CC(C)(C)NC(=O)Nc1ccc2nccnc2c1
-24.3% | Cc1ccc(-c2nc3ncccn3c2Nc2ccc3c(c2)OCCO3)cc1
-21.5% | O=C(Cn1cc(C(=O)C2CC2)c2ccccc21)NCc1ccc2c(c1)OCO2
-9.5% | O=S(=O)(Nc1nc2ccccc2[nH]1)c1ccc(Cl)cc1
-11.3% | COc1ccc(OC)c(S(=O)(=O)N2CCC(C(=O)NC(C)c3ccccc3)CC2)c1 (stereo unspecified)
-2.7% | COc1ccc(-c2nc(CSCC(=O)NCc3ccco3)c(C)o2)cc1
-13.7% | COc1ccccc1-n1cnnc1SCC(=O)N1CCN(S(=O)(=O)c2ccccc2)CC1
-2.7% | CCCOc1ccc(-c2nc(C#N)c(NCC3CCCO3)o2)cc1 (stereo unspecified)
